Screens from PubChem.
GPR151 ag: activators of human GPR151 | activation, % at 11.2 µM | 650,000 compounds, 1% hits | PathHunter beta-arrestin GPR151 cells, luminescence | AID 1508602; in the data active = activation above about 4.9%;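 note: 0% = median of compound wells and 100% = cells with positive control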
Target sequence (Q8TDV0 whole entry, looked up): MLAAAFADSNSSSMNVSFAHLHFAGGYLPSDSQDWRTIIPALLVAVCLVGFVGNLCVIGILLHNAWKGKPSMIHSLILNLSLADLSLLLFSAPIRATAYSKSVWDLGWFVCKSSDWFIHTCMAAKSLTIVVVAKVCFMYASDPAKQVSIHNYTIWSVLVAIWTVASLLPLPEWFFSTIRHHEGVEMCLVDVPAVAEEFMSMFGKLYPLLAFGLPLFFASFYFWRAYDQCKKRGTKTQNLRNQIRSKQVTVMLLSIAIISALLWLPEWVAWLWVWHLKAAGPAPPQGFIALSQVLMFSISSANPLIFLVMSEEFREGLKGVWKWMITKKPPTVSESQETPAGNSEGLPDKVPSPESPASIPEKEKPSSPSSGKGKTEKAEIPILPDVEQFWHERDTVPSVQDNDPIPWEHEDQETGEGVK
FBW7 activator: activators of human E3 ligase FBW7; Q969H0; 650,000 compounds, 0.13% hits; AID 1259310; normalized activity (activation), % at 26.1 µM; AlphaScreen FBW7–phospho-cyclin E peptide binding, activator screen; in the data active = normalized activity above about 1.9%;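 note: purified mutant Fbw7 with reduced substrate affinity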
MITF inh: human MITF inhibition, primary screen; AID 1259374; inhibition, % at 2.6 µM; 650,000 compounds, 0.91% hits; AlphaScreen MITF homodimerization, bead proximity signal; in the data active = inhibition above about 50%;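 note: 0% = vehicle wells with protein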
Target sequence (O75030 whole entry, looked up): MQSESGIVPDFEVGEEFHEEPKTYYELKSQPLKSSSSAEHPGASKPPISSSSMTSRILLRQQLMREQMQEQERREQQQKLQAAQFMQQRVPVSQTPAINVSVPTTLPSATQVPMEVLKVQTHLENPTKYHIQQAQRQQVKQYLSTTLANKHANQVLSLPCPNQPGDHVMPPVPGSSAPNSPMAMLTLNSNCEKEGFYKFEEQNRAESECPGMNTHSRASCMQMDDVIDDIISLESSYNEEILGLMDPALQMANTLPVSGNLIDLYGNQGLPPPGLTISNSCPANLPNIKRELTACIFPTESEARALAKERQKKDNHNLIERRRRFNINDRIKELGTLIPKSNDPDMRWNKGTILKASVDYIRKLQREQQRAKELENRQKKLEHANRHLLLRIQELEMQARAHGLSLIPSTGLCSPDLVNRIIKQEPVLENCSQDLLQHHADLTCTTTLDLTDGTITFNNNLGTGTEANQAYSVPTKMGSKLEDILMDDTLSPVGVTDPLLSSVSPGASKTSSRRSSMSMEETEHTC
TEAD-YAP block: TEAD-YAP interaction inhibition; HEK-TIYL cells, TEAD-Gal4/YAP UAS-luciferase luminescence; 640,000 compounds, 1.4% hits; inhibition, % at 9.12 µM; in the data active = inhibition above about 32%;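 note: 0% = median of test compound wells and 100% = reference inhibitor wells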
An asterisk follows results filed as active. An unsorted share of the library; overall some 3.4% were active at least once.

SMILES	GPR151 ag	FBW7 activator	MITF inh	TEAD-YAP block
CCN(CC)C(=O)C1CCCN(c2nc(Nc3ccc(Oc4ccccc4)cc3)c3ncn(-c4ccccc4)c3n2)C1 (configuration not stated)	-1.6	0.1	15	18
C/C(=N/N1CCN(c2ccc(Cl)cc2)CC1)c1ccco1	-0.4	-0.1	-11	14
CS(=O)(=O)c1ccc(C(=O)OCC(=O)NCCN2C(=O)CSC2=O)cc1[N+](=O)[O-]	0.2	-0.1	4	18
O=C(NC1CC1)c1ccc(-c2nc(Nc3ccc(Oc4ccccc4)cc3)c3ncn(-c4ccccc4)c3n2)cc1	0.2	0.0	13	5
Cc1cc(N2CCN(c3ncccn3)CC2)nc2ccc(NC(=O)COc3ccc(Cl)cc3Cl)cc12	-1.0	0.2	14	-4
Cn1c(-c2ccc[nH]c2=O)nc2cc(Cl)ccc21	1.4	0.1	9	-8
Cc1cc(C)nc(/N=C(\NC(=O)c2ccccc2)Nc2cc(C(F)(F)F)ccc2Cl)n1	-0.5	0.1	9	-5
CCOC(=O)c1cc2occc2n1CC(=O)OC(C)C	-1.0	0.0	-12	3
CCN(Cc1cc2cc(C)ccc2[nH]c1=O)S(=O)(=O)c1ccccc1	1.2	-0.1	16	-3
COc1ccc(S(=O)(=O)N(CC(=O)Nc2cc(Cl)ccc2OC)Cc2ccccc2)cc1	0.5	0.3	6	0

No new results follow: four of the compounds above.
SMILES	GPR151 ag	FBW7 activator	MITF inh	TEAD-YAP block
CCN(CC)C(=O)C1CCCN(c2nc(Nc3ccc(Oc4ccccc4)cc3)c3ncn(-c4ccccc4)c3n2)C1 (configuration not stated)	-1.6	0.1	15	18
C/C(=N/N1CCN(c2ccc(Cl)cc2)CC1)c1ccco1	-0.4	-0.1	-11	14
CS(=O)(=O)c1ccc(C(=O)OCC(=O)NCCN2C(=O)CSC2=O)cc1[N+](=O)[O-]	0.2	-0.1	4	18
O=C(NC1CC1)c1ccc(-c2nc(Nc3ccc(Oc4ccccc4)cc3)c3ncn(-c4ccccc4)c3n2)cc1	0.2	0.0	13	5

Continuation:
SMILES	GPR151 ag	FBW7 activator	MITF inh	TEAD-YAP block
Cc1ccc(CNS(=O)(=O)c2cccc(S(=O)(=O)N3CCOCC3)c2)cc1	2.7	-0.1	2	4
CCCC(=O)Nc1cccc(NC(=O)c2ccc(OC)c(Br)c2)c1	0.0	-0.1	11	-10
COC(=O)Cc1c(C)nc2nc(NCc3ccccc3C)[nH]n2c1=O	-1.0	0.1	-14	3
O=c1cc(CNCCN2CCOCC2)c2c(ccc3ccccc32)o1	-0.4	0.1	12	-8
CC1CCc2c(sc(N3C(=O)c4ccc(C(=O)c5ccccc5)cc4C3=O)c2C#N)C1 (configuration not stated)	-1.9	0.2	11	9
O=C(NCCCN1CCCC1=O)c1ccnc(NCc2ccc3c(c2)OCO3)c1	2.7	0.1	0	7
Cc1cc(NC2CCN(Cc3ccccc3)CC2)nc(-c2cccs2)n1	2.0	-0.1	10	7
COc1ccc(C2=NN(C(C)=O)C(c3cn(-c4ccccc4)nc3-c3ccccc3)C2)cc1 (configuration not stated)	1.2	0.0	5	14
CCOc1ccc(-n2nc3ccc(NC(=O)C(C)(c4ccccc4)c4ccccc4)cc3n2)cc1	-0.5	0.0	2	-2
COc1cc(Nc2nc(NCCCN3CCCC3=O)nc3nc[nH]c23)cc(OC)c1OC	3.3	-0.1	-6	3
COC(=O)CSC1=C(C#N)C(c2ccccc2)CC(=O)N1 (configuration not stated)	0.2	0.0	-17	8
COc1ccc(C(c2nnnn2C(C)C)N2CCN(c3nc4ccccc4s3)CC2)cc1 (configuration not stated)	2.1	0.1	8	7
O=C1CC(c2nc(-c3cccc(Cl)c3)no2)CN1c1ccc2c(c1)OCCO2 (configuration not stated)	0.6	0.1	11	6
CC1CCC(C(=O)NC(C(=O)N2CCN(Cc3ccccc3)CC2)C(C)C)CC1 (configuration not stated)	-0.5	-0.1	-3	4
CCOC(=O)CC1C(=O)NCCN1Cc1cccc(C)n1 (configuration not stated)	-1.3	0.1	-4	7
Cc1ccc(NC(=O)CSc2nc3ccccc3c(=O)n2CCC(=O)NCc2ccc(F)cc2)cc1Cl	-1.2	-0.1	-12	2
Cc1cc2nc(-c3cc(NC(=O)c4ccc(F)cc4)ccc3O)oc2cc1C	-1.4	-0.1	7	3
Cc1cc(C)cc(C(=O)N(C(C)C)C(C)C)c1	-0.3	0.0	-1	-5
C=CCNS(=O)(=O)c1ccc(OCC(=O)OCC)cc1	-2.0	0.2	-6	-3
CCOc1ccc(OCC)c(NC2=NS(=O)(=O)C(c3ccc(C)cc3)=C2C)c1	-1.0	0.2	-8	0
Cc1cccc(OCCn2c(C)c(/C=C3/C(=N)N4N=C(C5CCCCC5)SC4=NC3=O)c3ccccc32)c1	-0.3	0.2	0	7
CCOC(=O)N1CCN(C(=O)c2sc3ncnc(N(CC)CC)c3c2C)CC1	0.5	-0.1	-3	-2
COc1ccc(Oc2c(C(F)(F)F)oc3cc(OC(=O)c4ccco4)ccc3c2=O)cc1	-2.4	1.6	14	1
O=C(Cc1cn(-c2ccc(Cl)nn2)c2ccccc12)NC1CCN(Cc2ccccc2)CC1	-1.7	-0.2	1	5
O=C(c1cc(COc2cccc3cnccc23)on1)N1CCN(C(=O)c2cccs2)CC1	2.9	-0.1	0	43*
Cc1ccc(-c2noc(CN3C(=O)c4ccccc4C3=O)n2)cc1	-1.1	0.1	6	-9
Cn1nc(CC(=O)Nc2ccc(Br)cc2F)c2ccccc2c1=O	2.7	0.1	-9	25
CC12CN3CC(C)(CN(C1)C3c1ccccc1Cl)C2 (configuration not stated)	5.5*	-0.1	9	5
COc1ccc(/C=N/NC(=O)COc2ccc(Br)cc2OC)cc1	-0.7	0.0	15	-4
CC(Cl)C(=O)Nc1ncc(Cl)cc1Cl (configuration not stated)	-1.4	0.2	2	18

Part of the list above, set out differently.
Values run as follows: GPR151 ag	FBW7 activator	MITF inh	TEAD-YAP block
CCOC(=O)N1CCN(C(=O)c2sc3ncnc(N(CC)CC)c3c2C)CC1
  0.5	-0.1	-3	-2
COc1ccc(Oc2c(C(F)(F)F)oc3cc(OC(=O)c4ccco4)ccc3c2=O)cc1
  -2.4	1.6	14	1
O=C(Cc1cn(-c2ccc(Cl)nn2)c2ccccc12)NC1CCN(Cc2ccccc2)CC1
  -1.7	-0.2	1	5
O=C(c1cc(COc2cccc3cnccc23)on1)N1CCN(C(=O)c2cccs2)CC1
  2.9	-0.1	0	43*
Cc1ccc(-c2noc(CN3C(=O)c4ccccc4C3=O)n2)cc1
  -1.1	0.1	6	-9
Cn1nc(CC(=O)Nc2ccc(Br)cc2F)c2ccccc2c1=O
  2.7	0.1	-9	25

Other structures:
SMILES	GPR151 ag	FBW7 activator	MITF inh	TEAD-YAP block
COC(=O)c1ccccc1NC(=O)CN(c1ccc(C)c(Cl)c1)S(C)(=O)=O	1.0	-0.1	-15	-9
Cc1nnc2c(N3CCCCCC3)nc3ccccc3n12	1.1	0.1	8	-7
Cc1ccc(C(=O)NC(C)c2ccc(S(N)(=O)=O)cc2)s1 (configuration not stated)	-1.3	0.1	-18	5
C#CCNc1ccc([N+](=O)[O-])cc1	0.8	-0.1	3	12
COc1ccccc1N(C(C)=O)c1nc(C)cc(C)c1C#N	0.0	0.1	7	-8
Nc1nonc1-c1nc2ccccc2n1CC(=O)N/N=C\c1ccccc1OCC(=O)O	-0.8	-0.2	-4	16
COc1cccc(C(=O)Nc2ccc(N3CCCCC3=O)c(C)c2)c1	-11	-0.2	-8	76*
CC(C(=O)c1ccc(-c2ccccc2)cc1)[n+]1cccc(Br)c1 (configuration not stated)	0.3	0.1	4	9
CC1=C(C(=O)OCC2CCCO2)C(c2cc([N+](=O)[O-])ccc2Cl)C2=C(CC(C)(C)CC2=O)N1 (configuration not stated)	-0.7	-0.2	-16	-2
Cc1csc(NC(=O)c2cc3c(s2)-c2c(C)cccc2OC3)n1	-0.2	0.7	-26	2
C=CCc1ccc(OCCOc2cccc(/C=N/n3cnnc3)c2)c(OC)c1	0.0	-0.1	-3	-15
N#CC1=C(N)Oc2ccc3ccccc3c2C1c1ccccc1Cl (configuration not stated)	-0.3	0.7	16	11
COC(=O)C1=C(C)NC(=S)NC1c1ccc(C)c([N+](=O)[O-])c1 (configuration not stated)	0.9	-0.4	9	0
CC(C)=NNC(=O)CNc1ccccc1Cl	0.7	0.2	-22	-5
CC1CCCC(OC(=O)c2ccc([N+](=O)[O-])cc2)C1 (configuration not stated)	-0.8	-0.1	-17	1
O=C(CSc1nnnn1-c1ccc(I)cc1)c1ccc(F)cc1	-1.1	1.1	-15	-1
O=C(NCC(c1ccco1)S(=O)(=O)c1cccs1)c1ccc(Cl)cc1 (configuration not stated)	0.7	-0.2	-6	-10
Cc1ccccc1C(=O)NC(C)c1nnc2n1CCN(CC(C)(C)C)CC2 (configuration not stated)	-1.1	0.6	15	-9
O=C1C(=O)N(CNc2ccccn2)c2ccccc21	-0.4	0.5	3	4
CC(C)(C)C(=O)Nc1nnc(SCC(=O)NCc2ccccc2Cl)s1	-1.1	0.3	2	2
O=C(NC1CC1)c1ccc2nc(Nc3ccc(-n4ccnc4)cc3)sc2c1	-1.4	-0.2	1	25
CC(C(N)=O)N(c1ccc(Oc2ccccc2)cc1)S(C)(=O)=O (configuration not stated)	1.5	0.1	-4	4
O=C1C2C3C=CC(CC3)C2C(=O)N1/N=C/c1ccc(-c2ccc(Cl)cc2[N+](=O)[O-])o1 (configuration not stated)	-0.5	-0.1	3	-9
CCN(c1ccc(OC)cc1)S(=O)(=O)c1nnc(NC(=O)c2ccccc2OC)s1	1.3	-0.3	-10	-12
NS(=O)(=O)c1ccc(CNC(=O)/C=C/c2ccccc2[N+](=O)[O-])cc1	2.1	0.3	11	1
O=C(Nc1ccc(F)cc1)c1ccc([N+](=O)[O-])cc1Cl	-3.0	0.2	22	-13
COc1ccc(N2CCN(CC(O)c3ccc4cc[nH]c4c3)CC2)cc1 (configuration not stated)	1.7	-0.2	8	4
CCOc1ncnc2cc(OC)c(OC)cc12	0.3	0.0	-7	-16
CC(=O)c1ccc(NC(=O)c2c[nH]c(=O)n(-c3ccc(C)c(C)c3)c2=O)cc1	-0.9	-0.2	-3	-4
CC(C)CCC1(C2CCN(C(=O)Cc3ccc4c(c3)OCO4)CC2)NC(=O)NC1=O (configuration not stated)	0.1	-0.1	-1	-5
C=CCOc1ccccc1/C=C/c1nc(O)c([N+](=O)[O-])c(=O)[nH]1	0.4	-0.2	3	8
CCOC(=O)c1c(C)n(CCO)c2ccc(O)cc12	-0.9	0.1	8	-2
COc1ccc(Oc2coc3cc(OC(=O)c4ccccc4C)ccc3c2=O)cc1	-2.5	0.6	1	2
CCn1c(SCC(=O)NCC2CCCO2)nc2c(c1=O)SC(C)C2 (configuration not stated)	0.3	-0.2	3	-10
NS(=O)(=O)c1cccc(C(=O)N/N=C/c2ccccc2)c1	-0.3	-0.1	9	-1
NNC(=O)c1ccccc1OCC(=O)Nc1ccc(SC(F)F)cc1	0.0	-0.1	7	-3
CCOc1ccc(-n2c(CNC(=O)c3ccc(OC)c(OC)c3)nnc2SCC(=O)Nc2nccs2)cc1	-0.2	0.1	32	-8
CC(C)(C)C1CCc2c(sc(NC(=O)c3ccco3)c2C(=O)NCc2ccco2)C1 (configuration not stated)	0.6	-0.1	1	2
O=C1NC(c2cc(I)ccc2Cl)=N/C1=C/c1ccco1	3.0	-0.3	8	0
CCC(=O)N1CCc2cc(-c3nc(NC(C)=O)sc3C)ccc21	0.6	0.1	7	80*
Cc1noc(C)c1C(=O)Nc1nc(C23CC4CC(CC(C4)C2)C3)cs1	-0.7	-0.2	2	-14
CN(C)CCCNC(=O)Cc1cc(-c2ccc(F)cc2)on1	0.2	0.0	-9	0
CC[n+]1c(C)sc2c(C)cc(C)cc21	-0.4	0.1	13	18
Cn1c2c(c(=O)n(C)c1=O)C(c1ccncc1)C1=C(CCCC1=O)N2 (configuration not stated)	-0.6	-0.2	11	10
O=C(Nc1ccccc1Cl)c1c(O)c2ccccc2[nH]c1=O	2.2	-0.1	1	3
COc1cccc(CNCC(O)COC2CCCc3ccccc32)c1 (configuration not stated)	0.6	-0.2	45	2
COc1ccc(NC(=O)c2cc3ccccc3oc2=O)cc1	-1.4	0.0	14	-24
O=C(Cn1nc(-c2ccc(F)cc2)ccc1=O)NC1CCCC1	-0.5	0.2	2	4
Cc1ccc(NC(=O)c2ccc(C(C)(C)C)cc2)c(Br)c1	0.6	0.1	16	-49
Cc1ccc(-c2nnc(NC(=O)c3ccccc3I)s2)cc1	-0.2	0.0	7	-5
COCC(C)N1CCC(n2nccc2NC(=O)CCCc2ccccc2)CC1 (configuration not stated)	-1.1	0.1	-3	4
N#CCOC(=O)C1CCN(S(=O)(=O)c2cccs2)CC1	0.9	0.3	13	1
